Screening results (PubChem BioAssay)
DAX1 inh-1: inhibitors of DAX1 repression of SF-1 activated StAR promoter; 370,000 tested, 1.1% active; inhibition, % at 6.8 µM; AID 652010; HEK293T StAR-luciferase reporter, SF-1/DAX-1 repression relief;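 active = inhibition above the mean over all tested compounds plus 3 SD, cut at about 3.6% in these data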;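 note: 0% = DAX-1 cells with DMSO and 100% = cells lacking DAX-1 with DMSO; higher inhibition means more luminescence from relief of DAX-1 repression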
ssDAF-12 act: S. stercoralis DAF-12 activation, primary screen. HEK293 ssDAF-12/GRIP1 lit1-tk-luc reporter, luminescence; % of 3 µM dafachronic acid response. activation, % at 6.8 µM. 370,000 tested, 1% active. AID 652126;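 active = activation above the mean over all tested compounds plus 3 SD, cut at about 0.9% in these data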;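 note: 0% = DMSO-only wells and 100% = 3 µM delta7-dafachronic acid wells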
HGIII-sPLA2 inh: Blocks human group III sPLA2 activity; QFRET BODIPY PC-A2 liposome hydrolysis, fluorescence; inhibition, % at 12.2 µM; 370,000 tested, 0.56% active;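 active = inhibition above mean plus 3 SD of compounds lying within the high and low control bounds, cut at about 19% in these data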;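 note: 0% = median of test compound wells and 100% = no enzyme DMSO wells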
Target sequence (Q9NZ20 whole entry, looked up): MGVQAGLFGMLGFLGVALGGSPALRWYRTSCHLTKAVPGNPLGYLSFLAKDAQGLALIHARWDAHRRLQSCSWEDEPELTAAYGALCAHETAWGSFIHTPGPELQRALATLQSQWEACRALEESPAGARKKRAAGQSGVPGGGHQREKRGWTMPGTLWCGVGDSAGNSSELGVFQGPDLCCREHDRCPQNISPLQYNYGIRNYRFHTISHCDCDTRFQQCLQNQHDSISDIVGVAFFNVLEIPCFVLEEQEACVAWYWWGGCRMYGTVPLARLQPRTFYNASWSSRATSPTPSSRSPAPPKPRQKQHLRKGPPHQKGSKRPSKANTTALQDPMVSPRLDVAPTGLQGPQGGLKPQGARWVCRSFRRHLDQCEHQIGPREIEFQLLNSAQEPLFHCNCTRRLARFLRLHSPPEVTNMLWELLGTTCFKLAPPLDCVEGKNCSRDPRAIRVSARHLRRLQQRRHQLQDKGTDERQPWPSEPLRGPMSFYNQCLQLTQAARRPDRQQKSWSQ
GAA850 FXN act: activators of GAA850 frataxin (FXN) promoter. HEK293 lucGAA850 FXN promoter luciferase reporter, 24 h; percent of 10 µM SAHA response. 360,000 tested, 0.56% active. activation, % at 6 µM. AID 540364;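 active = activation above the average of all compounds screened plus 3 SD, cutoff fixed separately per campaign, cut at about 7.5% in these data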;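 note: 0% = DMSO wells and 100% = 10 µM SAHA wells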
hgDAF-12 ag: hgDAF-12 agonism, primary luciferase screen. HEK293 GAL4-hgDAF12 UAS-luciferase reporter, agonist luminescence; normalized to butyrate control. activation, % at 6.8 µM. 370,000 tested, 1.8% active. AID 687014;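 active = activation above a cutoff set at the mean of all screened compounds plus 3 SD, cut at about 10% in these data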;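 note: 0% = DMSO wells and 100% = sodium butyrate wells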
NR1D1 modulator: modulators of human Rev-erb alpha DNA binding. P20393. Rev-erbα–FITC-DNA binding, fluorescence polarization, 90 min. activity, % at 10 µM. 370,000 tested, 0.79% active. AID 1259318;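 active = activity above about 14%, limit read from the data; passing the limit was not always enough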;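 note: 0% = DMSO wells with 35 nM protein and 100% = DMSO wells with 750 nM protein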
PLC-beta3 inh: PLC-beta3 (human) inhibition, primary screen; Q01970; Purified PLC-beta3, fluorogenic substrate, fluorescence; inhibition, % at 12.2 µM; 370,000 tested, 0.18% active; AID 720704; in the data active = inhibition above about 11%;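 note: 0% = median of compound wells on plate and 100% = full blocker control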
DAX1 inh-2: inhibits human nuclear receptor DAX1; AID 504766; inhibition, % at 6.75 µM; HEK293 Gal4-DAX1 luciferase reporter, luminescence; 340,000 tested, 0.99% active;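 active = inhibition above the mean over all tested compounds plus 3 SD, cut at about 4.2% in these data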;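 note: 0% = DAX1-transfected cells with DMSO and 100% = empty-vector control cells with DMSO; inhibition shows as a rise in luminescence from relieved DAX1 repression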
Target sequence (P51843 207-470 limits assumed): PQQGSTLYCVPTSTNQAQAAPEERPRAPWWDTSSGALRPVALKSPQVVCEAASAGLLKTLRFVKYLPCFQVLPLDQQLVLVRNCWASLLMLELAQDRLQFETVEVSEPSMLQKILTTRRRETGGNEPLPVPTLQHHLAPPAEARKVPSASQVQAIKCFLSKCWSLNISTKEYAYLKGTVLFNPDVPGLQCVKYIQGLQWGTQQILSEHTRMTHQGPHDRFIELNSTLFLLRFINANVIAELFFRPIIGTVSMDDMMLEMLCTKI
PG9 binder: binds the HIV-1 gp120 antibody PG9 | TR-FRET gp120-PG9 antibody binding | inhibition, % at 6.7 µM | 360,000 tested, 0.43% active; in the data active = inhibition above about 8.5%
hcDAF12 agonist: activates DAF-12 receptor from parasite H. contortus; HEK293 hcDAF-12 lit1-tk-luc reporter, luminescence; 0% DMSO, 100% Δ7-dafachronic acid; activation, % at 6.8 µM; 370,000 tested, 1.4% active;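 active = activation above the mean of all tested compounds plus 3 SD, cut at about 5.5% in these data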;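 note: 100% = response to 3 µM Δ7-dafachronic acid high control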
SMARCA2 activ: activators of SMARCA2 function; MG213 cells, MMTV-luciferase reporter, dexamethasone, overnight; activation, % at 9.1 µM; 370,000 tested, 1% active; in the data active = activation above about 7.8%;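 note: 0% = vehicle wells and 100% = reference activator wells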
* marks the source's active call; other numbers are inactive results; i = inactive; . = no result given.

SMILES	DAX1 inh-1	ssDAF-12 act	HGIII-sPLA2 inh	GAA850 FXN act	hgDAF-12 ag	NR1D1 modulator	PLC-beta3 inh	DAX1 inh-2	PG9 binder	hcDAF12 agonist	SMARCA2 activ
COc1ccccc1N1CCN(C(=O)CCNC(=O)c2ccco2)CC1	0.9	-1.0	-1	1.6	1.1	-4	0	0.3	0.0	-1.0	-1
CCn1c(SCC(=O)Nc2ccccc2)nc2ccccc2c1=O	0.3	-1.5	0	1.5	-0.3	6	-7	1.0	0.9	0.3	-1
O=C(NCc1ccc2c(c1)OCO2)C1CCC(CNc2c(N3CCCC3)c(=O)c2=O)CC1 (stereo not drawn)	2.3	-1.6	5	1.1	0.5	-10	4	-0.3	-3.3	-1.8	1
COc1ccc(NC(=O)CCC(=O)c2ccc(Cl)cc2)cn1	0.3	-0.9	-12	-0.1	3.1	1	-12	0.3	-1.4	1.0	-1
Cc1ccc(-n2nc(C)c3c2OC(N)=C(C#N)C3c2ccncc2)cc1 (stereo not drawn)	0.2	-0.9	-7	-1.1	0.9	5	-2	-1.0	-3.8	-0.9	0
Cc1ccc(Nc2nc3c(s2)CCC3)c(C)c1	-0.2	-0.6	-2	2.0	0.8	5	-3	1.8	0.5	-1.1	-1
C=CCC(NCc1ccccc1)c1ccccc1 (stereo not drawn)	-0.2	-0.8	5	0.2	-1.9	7	1	-1.6	0.9	-1.7	-1
CN1C(=O)N(CC(=O)N2CCN(c3ncccn3)CC2)C(=O)C12CCCCC2	-0.5	-0.6	4	-1.7	1.7	-1	-7	0.0	1.2	0.8	0
C/C(N)=C(/C#N)C(=O)COC(=O)c1cc(-c2cccc(Br)c2)nc2ccccc12	-0.3	-1.0	14	2.6	-1.6	0	1	0.3	0.8	-1.7	-2
O=C(CCN1c2ccccc2Sc2ccccc21)Oc1ccccc1	0.2	-0.3	-6	2.9	-2.0	-1	1	1.3	0.8	2.4	-4
Cc1nnc(C)n1/N=C/c1ccc2c(c1)OCCO2	-0.6	-1.1	8	2.3	-1.5	1	-1	-1.5	-0.4	-2.9	-4
Cn1cccc1C(=O)NNC(=O)c1ccccc1Br	3.4	0.2	-8	1.2	5.7	-2	-5	2.3	0.2	1.1	3
O=C(CSc1nc2ccc(Cl)cc2[nH]1)c1ccc2c(c1)OCO2	0.6	-1.1	3	2.1	4.8	-1	-4	-0.5	-1.7	0.4	-2
CN(C)CCC(C(=O)c1ccccc1)c1ccncc1 (stereo not drawn)	1.4	0.6	4	-0.1	2.3	2	2	-0.7	-3.0	-0.5	0
O=C(NCc1ccco1)c1ccc([N+](=O)[O-])o1	-4.2	-0.6	5	0.7	-1.7	-8	-7	-0.5	-1.2	1.3	-1
O=S(c1ccccc1)c1ccccc1	0.6	-1.1	4	2.0	-0.2	10	3	0.0	1.7	-1.5	-1
CCOC(=O)C1CCN(S(=O)(=O)c2ccc3c(c2)CCCN3C(C)=O)CC1	-0.1	-1.2	3	1.5	-1.9	-4	0	-0.6	2.8	-1.1	0
O=[N+]([O-])c1ccc(N2CCN(S(=O)(=O)c3ccccc3)CC2)cc1	-0.6	-1.4	-2	0.8	-0.9	4	-9	-0.1	1.4	-1.0	0
CN(C)CCNC(=O)Cn1ccc2cc(S(=O)(=O)N3CCCCCC3)ccc21	2.3	-0.7	-5	-0.5	-0.5	3	-3	0.3	0.4	-0.2	2
Cc1noc(N)c1C(=O)Nc1ccccc1F	0.2	-1.2	3	1.8	-2.1	3	5	0.8	-0.7	-1.7	-1
COc1ccc(CCNC(=O)c2cc(-c3cc(Cl)ccc3O)n[nH]2)cc1OC	-0.5	-2.2	-10	-0.6	-1.3	-5	-7	-1.8	0.4	-4.5	-2
Cc1cc(C)c2c(N)c(C(=O)c3ccc(Cl)cc3Cl)sc2n1	-0.4	-0.9	-3	-0.9	-3.8	-2	0	-1.1	-1.7	-1.3	-3
CC(C)(C)CN1CCN(Cc2cccnc2)CC1CCO (stereo not drawn)	0.7	-0.6	7	0.3	-1.1	-4	-3	0.4	-0.3	0.4	-2
Oc1ccc(Br)cc1-c1cc(-c2ccccc2)n[nH]1	-0.1	1.6*	-36	3.2	4.6	6	-1	-0.6	-0.9	8.1*	1
COc1ccc(F)cc1C(=O)C1CCCN(C(=O)CCc2ccccn2)C1 (stereo not drawn)	0.3	-0.7	7	1.6	2.2	2	-8	0.0	-1.3	-1.9	-2
O=c1cc(-c2ccccc2)cc(-c2ccccc2)n1O	-0.1	-1.5	21*	2.9	2.8	-2	-3	1.8	-0.2	-0.5	0
N/C(=N\OC(=O)c1ccc2c(c1)OCO2)c1ccc([N+](=O)[O-])cc1	-0.1	-1.1	-1	2.3	0.9	-4	4	-1.3	-0.3	-1.7	2
CCC(C)(C)C1CCC2(CC1)NC(=O)N(CC(=O)Nc1cc(C(F)(F)F)ccc1N1CCOCC1)C2=O (stereo not drawn)	-0.6	-1.5	-2	-0.4	0.9	-3	-1	2.4	-2.5	0.3	3
CCC(=O)NCc1c(Cl)cccc1-n1cccc1	0.6	-1.4	-2	0.3	1.7	-3	3	0.7	-2.8	-0.7	-4
Cc1ccc(-n2nc3c(c2NC(=O)c2ccc4c(c2)OCO4)CSC3)c(C)c1	-0.3	-1.5	8	-0.5	1.1	4	2	0.5	1.6	-1.7	-3

Of the compounds above, these contain bromine:
SMILES	DAX1 inh-1	ssDAF-12 act	HGIII-sPLA2 inh	GAA850 FXN act	hgDAF-12 ag	NR1D1 modulator	PLC-beta3 inh	DAX1 inh-2	PG9 binder	hcDAF12 agonist	SMARCA2 activ
C/C(N)=C(/C#N)C(=O)COC(=O)c1cc(-c2cccc(Br)c2)nc2ccccc12	-0.3	-1.0	14	2.6	-1.6	0	1	0.3	0.8	-1.7	-2
Cn1cccc1C(=O)NNC(=O)c1ccccc1Br	3.4	0.2	-8	1.2	5.7	-2	-5	2.3	0.2	1.1	3
Oc1ccc(Br)cc1-c1cc(-c2ccccc2)n[nH]1	-0.1	1.6*	-36	3.2	4.6	6	-1	-0.6	-0.9	8.1*	1

Following part.
SMILES	DAX1 inh-1	ssDAF-12 act	HGIII-sPLA2 inh	GAA850 FXN act	hgDAF-12 ag	NR1D1 modulator	PLC-beta3 inh	DAX1 inh-2	PG9 binder	hcDAF12 agonist	SMARCA2 activ
Cc1ccc(NC2Sc3ccccc3NC2=O)cc1Cl (stereo not drawn)	0.2	0.4	-7	4.9	1.9	1	-11	0.0	1.2	0.5	-4
CS(=O)(=O)c1ccc2nc(NC(=O)CCNC(=O)c3ccc([N+](=O)[O-])cc3)sc2c1	-0.6	-0.2	0	1.2	2.6	2	-9	1.6	-0.7	0.6	4
COc1ccc(-c2cnc[nH]2)cc1	-0.6	-1.3	-9	0.1	6.0	-1	-2	0.4	-1.7	0.4	1
N#Cc1ccc(NC(=S)N2CCC3CC2c2cc(-c4ccc5c(c4)OCO5)ccc23)cc1 (stereo not drawn)	-1.6	-1.2	-2	.	-1.9	-2	2	.	-1.4	-2.2	-3
Cc1ccc(NC(=O)CCNC(=O)c2ccc(Br)cc2)cc1S(=O)(=O)N1CCCCCC1	-1.7	-1.5	-47	0.9	-1.9	-5	-7	0.0	-2.2	-1.5	-1
COc1ccccc1C1C=C(c2ccc(Cl)cc2)Nc2nc(N3C(=O)CCC3=O)nn21 (stereo not drawn)	0.5	-1.7	1	-1.5	1.7	1	i	2.2	1.4	-0.4	2
CN(C)C(=O)c1ccccc1Sc1ccc(Cl)cc1Cl	-0.2	-1.4	-2	-0.7	-1.1	-2	1	0.0	-0.8	-0.9	1
COC(=O)[C@@]12CCCCN1[C@H](c1ccc(-c3ccc(C(C)=O)cc3)cc1)[C@H]1C(=O)N(C)C(=O)[C@H]12	-0.2	-1.1	4	1.2	0.1	2	0	-0.2	-1.4	-0.8	-1
CC(C)C(NC(=O)c1ccc(Cl)cc1)C(=O)NC1=NCCS1 (stereo not drawn)	-0.9	-1.9	1	1.8	-1.6	2	4	-1.0	1.0	-2.2	1
O=C(OCC(=O)N1CCN(C(=O)c2ccco2)CC1)c1cc(-c2ccc(F)cc2)nc2ccccc12	-1.4	-1.3	-18	-2.7	-2.8	6	-102	-1.2	-1.1	-1.4	0
CCC(C)C(NC(=O)C(N)CC(C)C)C(=O)NC(CCC(=O)OCc1ccccc1)C(N)=O (stereo not drawn)	-0.2	-0.2	2	3.0	0.7	-2	1	-0.3	-2.3	-1.2	-1
O=C(O)c1ccccc1NSc1ccccc1[N+](=O)[O-]	-0.3	-1.4	-14	-0.1	3.0	2	-7	0.5	-1.9	0.2	1
COc1ccc(NC(=O)COC(=O)CCCC2=NS(=O)(=O)c3ccccc3N2)cc1Cl	-3.1	-0.9	-21	0.5	0.8	0	-2	-0.3	0.2	2.5	-1
Cn1c(CN2CCCCC2)nc2cc(NC(=O)c3ccc(Cl)cc3)ccc21	-3.1	-2.9	0	-2.7	-8.3	-2	-8	-3.8	2.0	-4.7	-7
COc1ccccc1OC(=O)c1ccc2nsnc2c1	-0.8	-1.2	8	0.5	-2.1	-1	2	0.0	-1.3	-1.0	-6
S=c1nc(C2CC2)n(-c2ccccc2)[nH]1	0.1	-0.7	8	1.5	0.6	-7	-109	0.2	1.4	-1.1	1
Cc1nnc(NCCc2ccccc2)n(N)c1=O	0.2	-1.4	7	0.8	-0.3	-1	1	0.5	-0.1	-1.6	-1
O=S(=O)(NCCc1ccccn1)c1cc(Cl)cc(Cl)c1O	-0.3	-0.7	-24	-0.2	1.6	0	-1	0.0	0.4	-0.1	-2
CCOC(=O)c1c(C)[nH]c(C)c1C(=O)CSc1nc(N)cc(N)n1	0.0	-0.2	-10	-2.1	-2.4	-6	2	0.2	-1.4	-0.6	-2
COc1cccc(NC(=S)NNC(=O)c2c([N+](=O)[O-])c(C)nn2C)c1	0.5	-1.1	7	0.1	-2.6	2	-2	1.1	0.1	0.0	-2
CCc1ccc(C(=O)CN2C(=O)NC3(CCCCCC3)C2=O)cc1	4.5*	-0.8	2	1.2	5.4	1	0	1.1	-3.3	1.1	7.9*
CCOC(=O)C1(Cc2cccc(F)c2)CCN(Cc2ccon2)CC1	-0.6	-1.0	0	-0.2	-3.6	6	-1	.	0.7	-1.4	-1
Cc1cc(C(=O)NCC(c2ccco2)N(C)C)ccc1[N+](=O)[O-] (stereo not drawn)	0.1	-1.3	0	0.1	0.6	-4	-8	2.2	-2.5	1.8	-2
O=C(CSc1ncnc2sc3c(c12)CCC3)Nc1ccccc1C(=O)O	0.4	-1.6	3	2.0	1.4	-3	-7	-0.3	1.2	-0.5	0
CCN(CC(=O)Nc1c(F)cccc1F)C(=O)c1ccc(Cl)c(S(=O)(=O)N2CCCC2)c1	1.9	-0.7	10	4.2	1.7	-5	-10	-1.2	0.3	-1.2	0
Cc1c(N/C=C/C(=O)c2cccs2)c(=O)n(-c2ccccc2)n1C	0.1	-1.3	-4	2.2	1.9	-1	-6	3.4	-1.4	0.3	2
COc1ccc(NC(=O)CCCCCn2nnc3ccccc3c2=O)cc1	-0.1	-1.5	10	2.3	0.4	-2	-2	0.8	3.0	-2.0	-2
Cc1ccc(C)c(N2CCN(S(=O)(=O)c3c(C)noc3C)CC2)c1	-2.3	-1.3	2	0.1	-0.8	0	-10	0.2	0.1	0.1	-2
